TDP1 cell noCPT: qHTS for Inhibitors of human tyrosyl-DNA phosphodiesterase 1 (TDP1): qHTS in cells in absence of CPT | DT40 Tdp1-/- hTDP1 cells, no CPT, ATP luminescence, 48 h | Potency, µM (highest dose often 46.2 µM), for inactives: at the highest dose activity change, negative = growth inhibition, usual class: inhibitors | 15% of 420,000 active | AID 686978, 2013; note: nearly all actives have a fitted effect of over 55% in size
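Stably hTDP1-transfected Tdp1-null chicken DT40 cells were treated with library compounds minus camptothecin and grown for at least 48 hr at 37 °C, after which cellular ATP was quantified by luminescence.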
KAT2A inh: blocks human GCN5L2 histone acetyltransferase; Q92830; GCN5L2 HAT assay, ThioGlo1 CoA-SH fluorescence; Potency, µM (top dose mostly 58.9 µM), inactives show top-dose activity change, negative = inhibition, hits mostly inhibitors; 0.21% of 390,000 active; AID 504327
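Preincubate 20nM GCN5L2 with compound 15 min, RT → add 50uM ThioGlo1 + 75uM H3(1-25) + 70uM acetyl-CoA → read fluorescence 0 and 20 min. Primary qHTS; fluorescent artifacts likely.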
TDP1 inh: TDP1 (human) enzyme inhibition | Q9NUW8 | Potency, µM (series often up to 130 µM), without a hit: top-dose activity change, negative = inhibition, most hits filed as inhibitors | recombinant TDP1, AlphaScreen DNA substrate cleavage | AID 485290 | 0.28% of 350,000 active; note: nearly all actives have a fitted effect of over 40% in size
Target sequence (Q9NUW8 whole entry, looked up): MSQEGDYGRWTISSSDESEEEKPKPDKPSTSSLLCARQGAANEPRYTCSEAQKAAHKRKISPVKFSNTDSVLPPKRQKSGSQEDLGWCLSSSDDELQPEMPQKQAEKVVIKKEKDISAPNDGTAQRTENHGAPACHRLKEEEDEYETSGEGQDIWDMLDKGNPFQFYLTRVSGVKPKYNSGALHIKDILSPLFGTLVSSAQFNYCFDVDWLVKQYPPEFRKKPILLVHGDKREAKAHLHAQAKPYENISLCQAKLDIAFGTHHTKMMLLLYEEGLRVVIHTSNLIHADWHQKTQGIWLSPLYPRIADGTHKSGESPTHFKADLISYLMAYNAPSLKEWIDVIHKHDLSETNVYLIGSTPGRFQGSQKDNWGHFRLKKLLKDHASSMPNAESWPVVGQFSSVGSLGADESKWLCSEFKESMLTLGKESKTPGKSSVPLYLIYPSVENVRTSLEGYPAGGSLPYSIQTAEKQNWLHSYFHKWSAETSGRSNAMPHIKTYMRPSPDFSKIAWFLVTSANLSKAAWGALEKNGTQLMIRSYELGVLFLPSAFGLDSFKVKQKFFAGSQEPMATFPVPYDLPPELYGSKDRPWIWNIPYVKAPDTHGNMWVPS
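Recombinant human Tdp1 (E. coli-expressed, 1 nM final) preincubated with compounds 15 min at room temperature, then 5'-biotin/3'-phosphotyrosine-FITC DNA substrate (15 nM final) added for 5 min. AlphaScreen beads (10 ug/ml final) added 10 min; cleavage lowers signal.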
* hit, by the source's call; ? = inconclusive; nt = no result given; & = joins results of further samples; [ ] = dose if it differs, or a comment. Calls come from the whole dose curve; as a rule, active = well fitted curve in the direction sought with a large enough effect; inconclusive = small, poorly fitted or top-dose-only effect, or another doubt; inactive = no such curve, though single readings can be large; an effect the other way counts as inactive or inconclusive. % is set by controls: 0 for no effect and ±100 for the full control effect; potency is the fitted concentration of half-maximal effect. An excerpt; count on the stated rates, not on these rows.

Each structure is followed by: TDP1 cell noCPT, KAT2A inh, TDP1 inh
CCn1c(SCc2ccc(F)cc2Cl)nc(=O)c2c(C(=O)OC)cc(C3CC3)nc21
 : 18µM*, -7%, 5%
O=C(CCn1nnc2ccccc2c1=O)N[C@@H](Cc1c[nH]c2ccccc12)C(=O)O
 : 3%, -5%, nt
O=C(Oc1ccc(Cl)c2cccnc12)N1CCCCC1
 : -9%, 1%, 2%
COC(=O)c1cc(=O)n(Cc2ccco2)c(=Nc2ccc(F)c(Cl)c2)s1
 : 13µM*, -5%, 10%
COc1ccc(S(=O)(=O)N2CCCCCC2)cc1C(=O)NCCc1ccc(F)cc1
 : ?, 1%, -1%
O=Cc1ccc(Sc2ncccn2)o1
 : 2%, 1%, 3%
COc1cccc(/C=N/NC(=O)c2cnccn2)c1O
 : ?, 0%, nt
Cc1ccc(Cc2nc(-c3ccccn3)no2)cc1
 : -14%, -3%, 0%
Cc1ccc(NC(=O)C2CSC3(C)CCC(=O)N23)cc1S(=O)(=O)N1CCCCCC1 (centres undefined)
 : ?, -5%, 2%
CC(C)COCC1CC2(CC(C)(c3csc(N)n3)OC2=O)C(=O)O1 (centres undefined)
 : -13%, ?, 5%
CCN1C(=O)CSC1=NC1C2CC3CC(C2)CC1C3 (centres undefined)
 : ?, -4%, 1%
Cc1noc(C)c1C(=O)NCc1ccccc1F
 : 5%, -8%, -11%
Cc1ccc(N(CC(=O)Nc2cccc(Cl)c2C)S(C)(=O)=O)cc1
 : ?, -7%, 4%
COc1ccc(N2C(=O)[C@@H]3[C@H](C2=O)[C@H]2c4ccccc4C=CN2[C@@H]3C(=O)Nc2ccccc2)cc1
 : -24%, 0%, 4%
C1CNCCN1
 : -4%&-13%, 5%, 6%[56.1 µM]
O=C(NCc1ccccn1)C1C2C=CC(C2)C1C(=O)Nc1ccc(F)cc1 (centres undefined)
 : -1%, -1%, 1%
CC[C@]12c3[nH]c4cc(-c5ccco5)ccc4c3CCN1C(=O)[C@@H](CC(=O)NC(C)(C)C)C[C@@H]2C(=O)N1CCN(C(=O)c2ccco2)CC1
 : 15µM*, -14%, -4%[56.1 µM]
Cc1cc(C(=O)COC(=O)c2ccc3c(c2)OCO3)c(C)n1Cc1cccs1
 : ?, -10%, 4%
Oc1cccc(Nc2nc(-c3ccccc3Cl)nc3ccccc23)c1
 : 13µM*, -2%, nt
O=C1CC(NS(=O)(=O)c2ccc(F)cc2)CN1c1ccc2c(c1)OCCO2 (centres undefined)
 : -10%, -8%, nt

The list continues:
Each structure is followed by: TDP1 cell noCPT, KAT2A inh, TDP1 inh
CC(C)c1ccc(C(=O)NNC(=O)C2CC=CCC2C(=O)O)cc1 (centres undefined)
 : ?, 2%, 0%
Cn1cc(S(=O)(=O)Nc2ccc(F)cc2F)c(=O)n(C)c1=O
 : -12%, -3%, 3%
COc1ccccc1C(=O)NC(=O)CSc1nncn1C(C)C
 : 4%, -30%, nt
C[C@@H](NC(=O)c1nc[nH]c1C(=O)N1CCc2ccccc2C1)c1ccccc1
 : ?, 1%, 1%
N/C(=N\OC(=O)c1ccc2c(c1)OCO2)c1cccc([N+](=O)[O-])c1
 : 1%, -4%, 5%
Cc1c(C(=O)NCc2ccccc2)oc2ccc(S(=O)(=O)N3CCC4(CC3)OCCO4)cc12
 : 21µM*, -8%, 3%
CC(CCc1ccccc1)NC(=O)c1ccccc1F (centres undefined)
 : ?, 1%, 4%
CC(C)CNC(=O)c1ccc(C2SCC(=O)N2Cc2ccccc2)cc1 (centres undefined)
 : 16µM*, 2%, 0%
COc1ncc2nc(-c3cn(C)c4ccccc34)c(=O)n(-c3ccccc3)c2n1
 : -28%, -12%, nt
COc1ccc(C)cc1NC(=O)N1CCN(c2nnc(C)c3c(C)n(-c4ccccc4)nc23)CC1
 : -17%, -9%, 3%
CCOC(=O)c1ccc2c(c1)C1C=CCC1C(C(=O)O)N2 (centres undefined)
 : nt, 20µM*, 0%
CCOC(=O)C1CCN(C(=O)Cn2nc(C)n3c(cc4cc(F)ccc43)c2=O)CC1
 : ?, 0%&-7%, 0%&0%
Cc1ccc(S(=O)(=O)N2CCCCC2)cc1C(=O)N1CCN(CCO)CC1
 : 18%, -16%, -6%
Cc1cccc(CNc2nc(-c3ccc4c(c3)OCO4)nc3ccccc23)c1
 : 23µM*, -22%, nt
COc1ccc(CNc2ncnc3c2cnn3-c2ccc(Cl)cc2)cc1
 : -1%, -5%, 0%
CCOC(=O)C1(Cc2cccc(OC)c2)CCN(C(C)CC(C)(C)O)CC1 (centres undefined)
 : -28%, -3%, 0%
O=C(NCCc1nc2ccccc2n1Cc1c(F)cccc1Cl)c1ccco1
 : ?, 1%, 9%
O=c1[nH][nH]c(=O)n1-c1ccccc1
 : 16%, 2%, 0%
O=C(O)CNC(=O)C(c1ccccc1)c1ccccc1
 : 1%, -15%, 3%
O=C1CNC(=O)c2c(nc3n2CCC3)N1
 : -10%, -1%, -2%

Individual results from the results shown.
Value for CC(CCc1ccccc1)NC(=O)c1ccccc1F (centres undefined) under KAT2A inh: 1%
Value for O=C1CC(NS(=O)(=O)c2ccc(F)cc2)CN1c1ccc2c(c1)OCCO2 (centres undefined) under KAT2A inh: -8%

New compounds follow
Each structure is followed by: TDP1 cell noCPT, KAT2A inh, TDP1 inh
CN(c1ccc(C(=O)O)cc1)S(=O)(=O)c1ccccc1
 : 0%, -1%, 2%
C#CCOC(=O)c1cc(Cl)c(=O)n(Cc2ccc(Cl)cc2Cl)c1
 : -16%, -6%, nt
CC1CN(c2nc3ccccc3nc2C(C#N)C(=O)NCc2ccc3c(c2)OCO3)CC(C)O1 (centres undefined)
 : ?, -6%, 2%
C/C(Cc1ccccc1)=N\NC(=O)CNC(=O)c1ccc(Cl)cc1Cl
 : 20%, -12%, -1%
COc1ccc(Cc2nc3ccc(C(=O)NCCc4cccc(C)n4)cc3o2)cc1
 : ?, -5%, 3%
COc1ccc(OC)c(N(CC(=O)NN=C2CCN(C)CC2)S(=O)(=O)c2ccccc2)c1
 : 9%, -2%, nt
COc1ccc(CCN2CC34C=CC(O3)C(C(=O)NCc3ccccc3)C4C2=O)cc1OC (centres undefined)
 : -7%, -7%, 2%
CCn1c2ccccc2c2cc(CN3CCN(Cc4ccccc4Cl)CC3)ccc21
 : ?, 1%, -1%[2.28 µM]
N/C(=N\O)c1ccc(Oc2ccccc2Cl)c([N+](=O)[O-])c1
 : 3%, -4%, nt
COc1ccc(-c2cc3ccc(O)cc3oc2=O)cc1OC
 : 3%, -29%, 79µM*
Cc1ccc(S(=O)(=O)/C(C#N)=C/c2c(N3CCC(C(N)=O)CC3)nc3c(C)cccn3c2=O)cc1
 : -28%, 2%, -4%
CN(C)c1ccc(NC(=O)Cn2cc(S(=O)(=O)Cc3cccc(Cl)c3)c3ccccc32)cc1
 : ?, -12%, 5%
O=C(CSc1nnc(-c2ccccc2)o1)N1CCCc2ccccc21
 : ?, -11%, -2%
O=C(NCCCN1CCC(Cc2ccccc2)CC1)C1CC(=O)N(C2CCCC2)C1 (centres undefined)
 : -3%, 1%, 4%
Cc1cc(Cl)c(S(=O)(=O)Nc2ccccn2)cc1OCC(N)=O
 : 5%, -1%, 7%
COCCNC(=O)C(OC(=O)c1cccs1)c1ccc(F)cc1 (centres undefined)
 : -12%, 0%, -6%
CSc1ccc(C(=O)NCC(=O)O)cc1[N+](=O)[O-]
 : -8%, -3%, 4%
Cc1cc(O)c(/C=N/Nc2ccccc2Cl)c(=O)o1
 : -19%, ?, 10%
N#CCCn1cc(C(=O)O)c(-c2ccc3ccccc3c2)n1
 : 1%, 2%, nt
CCOC(=O)CSc1nc(N)c(C#N)cc1C#N
 : 16µM*, 1%, -10%

(continued)
Each structure is followed by: TDP1 cell noCPT, KAT2A inh, TDP1 inh
CCn1c(N2CCN(S(=O)(=O)CC)CC2)nc2ccccc21
 : 0%, 0%, 7%
CS(=O)(=O)c1ccc(Cl)c(NC(=O)C2CC(=O)N(Cc3ccco3)C2)c1 (centres undefined)
 : -7%, -4%, -19%
NC(=O)c1nsc(C(=O)N(c2ccccc2)C(C(=O)NCC2CCCO2)c2cccs2)c1N (centres undefined)
 : 15µM*, -5%, -3%
COc1cc(/C=C(\C#N)C(=O)NC2CCCCC2)ccc1OCc1ccc(C(=O)O)cc1
 : -27%, -8%, 8%
Cc1cc(C(=O)NCc2ccc3c(c2)OCO3)ccc1[N+](=O)[O-]
 : ?, -19%, -10%
NC(=O)CSc1nnnn1-c1ccccc1Cl
 : -18%, -11%, -5%
COc1ccccc1N1CCN(C(=O)c2cccc3c(=O)c(C)c(-c4ccccc4)oc23)CC1
 : ?, 0%, 3%
Cc1noc(C)c1COc1ccc(CC(=O)NCCc2ccccn2)cc1
 : ?, 3%, nt
COc1ccc(C(=O)NC(=S)NCCc2ccccc2)cc1
 : ?, -16%, 7%
Cc1ccc(NC(=O)C2CCN(S(=O)(=O)c3c(C)noc3/C=C/N(C)C)CC2)cc1
 : -10%, -6%, 7%
Cc1cc(=O)oc2c(CN(CC(C)C)CC(C)C)c(O)ccc12
 : -13%, ?, 5%
COc1ccc(-c2cc(=O)c(C(=O)c3ccc(C)cc3)n[nH]2)cc1
 : 4%, -17%, -3%
CCc1c(C(C)S(=O)(=O)c2ccc(C)cc2)[nH]c(=O)n1-c1ccc(C)cc1 (centres undefined)
 : 29µM*, 1%, 6%
COc1ccc(NC(=O)Nc2ccc(C(=O)N3CCOCC3)cc2)cc1OC
 : 5%, -21%, 3%[56.1 µM]
O=C(NCc1cn2ccsc2n1)Nc1ccc(Cl)cc1
 : -21%, -4%, 8%
Cc1ccc(N(C(=O)CNC(=O)c2ccco2)C(C(=O)NC2CCCC2)c2cccnc2)cc1C (centres undefined)
 : -18%, -3%, 5%
O=C(CNc1ccccc1)N/N=C/c1c(O)ccc2ccccc12
 : 6.5µM*, -19%, nt
CCCn1c(N)c(C(=O)CSc2nnc3ccccn23)c(=O)n(C)c1=O
 : -14%, -16%, 0%
S=C(NCc1cccnc1)Nc1ccc(Cl)cc1Cl
 : ?, -8%, 4%
O=C(C[C@@H]1C/C=C\CC[C@@H](Cc2ccc(F)cc2)C(=O)OC[C@@H](Cc2ccccc2)NC1=O)NCCO
 : ?, -2%, 1%

In a second layout: 4 of the compounds above
smiles | TDP1 cell noCPT | KAT2A inh | TDP1 inh
Cc1ccc(NC(=O)C2CCN(S(=O)(=O)c3c(C)noc3/C=C/N(C)C)CC2)cc1 | -10% | -6% | 7%
Cc1cc(=O)oc2c(CN(CC(C)C)CC(C)C)c(O)ccc12 | -13% | ? | 5%
COc1ccc(-c2cc(=O)c(C(=O)c3ccc(C)cc3)n[nH]2)cc1 | 4% | -17% | -3%
CCc1c(C(C)S(=O)(=O)c2ccc(C)cc2)[nH]c(=O)n1-c1ccc(C)cc1 (centres undefined) | 29µM* | 1% | 6%

New compounds follow
Each structure is followed by: TDP1 cell noCPT, KAT2A inh, TDP1 inh
COC(=O)c1ccc(C)cc1
 : 5%, -6%, 1%&15%
CC(=O)c1cccc(S(=O)(=O)N2CCCC(c3nc(-c4ccc(C)o4)no3)C2)c1 (centres undefined)
 : ?, -19%, 7%
CCOC(=O)CCCn1nc(C)n2c(cc3sccc32)c1=O
 : ?, -2%, 4%[56.1 µM]
CC(=O)NC(CC(=O)Nc1ccc(S(=O)(=O)N2CCOCC2)cc1)c1ccccc1 (centres undefined)
 : 0%, 0%, -2%
CCN1C[C@@H]2[C@@H]3C(=O)N(Cc4ccccc4)C(=O)[C@@H]3[C@](CC)(C(=O)OC)N2C1=NC
 : 2%, -1%, nt
C/C(N)=C(/C#N)C(=O)CSc1nc2ccccc2c(=O)n1Cc1ccc(C)cc1
 : ?, -13%, -1%
CN1CCN(CCNC(=O)Nc2ccc(Cl)cc2)CC1
 : -15%, -6%, nt
COC(=O)C1=C(C)NC2=C(C(=O)CC(C)(C)C2)C1c1ccsc1 (centres undefined)
 : ?, -4%, -1%
COc1ccccc1C(=O)NC(=O)CSc1nnc(N)s1
 : 17%, -10%, -16%
N#Cc1ccc(CSc2nc(N)cc(N)n2)cc1
 : 0%, 2%, nt
CC(C)Oc1ccc(C(=O)Nc2ccccc2N2CCCC2)cc1
 : ?, -6%, 2%
O=C(Nc1cccc2ccccc12)c1cn(-c2ccccc2)nc1-c1cccs1
 : ?, -16%, 6%
OCCN=C1CCCc2c1[nH]c1ccc(Br)cc21
 : ?, -10%, 4%
Cc1cccc(C(=O)Nc2cc(OCc3cccc(F)c3)c(Cl)cc2Cl)c1
 : -23%, -3%, -6%
Cc1ccc(Cl)cc1NC(=O)C1CCC(CNS(=O)(=O)c2cccc3nsnc23)CC1 (centres undefined)
 : ?, 0%, 3%
CCOC(=O)N1CCC(NC(=O)C2CCCCN2S(=O)(=O)c2ccc(F)cc2)CC1 (centres undefined)
 : ?, -6%, 4%
CC(C)Nc1nc(NC(N)=S)nc(NC(C)C)n1
 : ?, 2%, ?

Screening data (PubChem BioAssay)
